Source: PubChem BioAssay (National Center for Advancing Translational Sciences (NCATS))
Nrf2 activator: activators of Nrf2 (ARE) signaling | AREc32 ARE-luciferase reporter (MCF7-derived line), luminescence, 24 h | Potency, µM (highest dose often 46.1 µM), without a hit: at the top dose activation, most hits filed as activators | 0.31% of 410,000 active | AID 624171; also: potency is read from the fitted curve at half-maximal effect; % of control where 0% means no effect; nearly all actives have a fitted effect of over 65% in size
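Luminescent ARE reporter assay in AREc32_Fluc cells: overnight plating at 37 deg C, 24 hr compound incubation, Steady-Glo added, 30 min RT before reading.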
IL1B secr inh: blocks inflammasome-driven IL-1 beta release. THP-1 LPS/ATP IL-1B secretion, AlphaLISA, 16 h; active compounds read low. activity change, % at 57.5 µM. 4.7% of 360,000 active. AID 743279; in the data active = activity change below about -50%; inconclusive = mostly about -30% to -49%; also: % is scaled to controls: 0 for no effect and ±100 for the full control effect
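THP-1 cells pretreated 1 hr with compounds (up to 57.5 uM final), then stimulated with LPS (250 ng/mL final) plus ATP (1.25 mM final); secreted IL-1B measured by AlphaLISA after 16 hr, decreased signal indicating inhibition.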
HepG2 viability: kills HepG2 cells in TGF-b inhibitor counter-screen; Potency, µM (top dose mostly 46.1 µM), without a hit: top-dose activity change, negative = cytotoxicity, actives largely listed as cytotoxic; HepG2 CAGA-GFP viability, ATP luminescence, 18 h; 0.76% of 410,000 active; also: potency is read from the fitted curve at half-maximal effect; some results filed as inactive show a strong effect at the top dose
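HepG2 CAGA-GFP cells (1000/well, DMEM with 1% FBS) received compound, then TGF-beta at 500 pg/mL final, and were incubated 18 hours at 37 degrees C. Viability was read by CellTiter-Glo luminescence. Media-only wells were set as complete cell-killing and DMSO as no toxicity.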
Nrf2 block: Nrf2 pathway inhibition; A549 ARE-Fluc reporter, luciferase luminescence, 18-24 h; AID 504444; Potency, µM (series often up to 46 µM), inactives show top-dose activity change, negative = inhibition, most hits filed as inhibitors; 2.1% of 360,000 active; also: potency is read from the fitted curve at half-maximal effect; % is scaled to controls: 0 for no effect and ±100 for the full control effect; nearly all actives have a fitted effect of over 60% in size
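Nrf2 function is reported as luminescence of an ARE-controlled luciferase in A549 cells. Compounds were tested at several concentrations, and a CellTiter-Fluor read on the same wells flagged cytotoxicity.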
S2 tox: viability counter-screen for ATXN expression inhibitors; S2 cells (HEK-293 line with an ATXN2-luciferase reporter) viability, CellTiter-Fluor protease fluorescence, 24 h; Potency, µM (highest dose often 56.7 µM), most hits filed as cytotoxic; 0.49% of 400,000 active; also: potency is read from the fitted curve at half-maximal effect; nearly all actives have a fitted effect of over 40% in size
TGFb inhibitor: blocks TGF-b signaling | HepG2 CAGA-GFP TGF-b/SMAD3 reporter, GFP fluorescence, 18 h; TGF-beta stimulated, 500 pg/mL final | 1.2% of 410,000 active | Potency, µM (series often up to 46.1 µM), inactives show top-dose activity, negative = inhibition, actives largely listed as inhibitors; also: potency is read from the fitted curve at half-maximal effect; % is scaled to controls: 0 for no effect and ±100 for the full control effect; nearly all actives have a fitted effect of over 65% in size
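Cell-based qHTS in HEPG2 carrying a CAGA-GFP Smad reporter; compounds added before 500 pg/mL final TGF-beta, 18 h incubation at 37 degrees C, GFP fluorescence quantified per cell by imaging cytometry.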
A549 tox: counter-screen for Nrf2 inhibitors: cytotoxicity in A549 cells; A549 ARE-Fluc cells, CellTiter-Fluor viability, 18-24 h; Potency, µM (highest dose often 46 µM), without a hit: top-dose activity change, negative = cytotoxicity, hits mostly inhibitors; 0.16% of 390,000 active; also: potency is read from the fitted curve at half-maximal effect; % is scaled to controls: 0 for no effect and ±100 for the full control effect
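A549 ARE_Fluc cells in 5% FBS OPTI-MEM were exposed to compounds in concentration-response for 18-24 h at 37 deg C. Viability was read by CellTiter-Fluor fluorescence (Ex 405/Em 525) after 30 min, before the luciferase read.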
ATXN2 expr inh: reduces ATXN2 reporter expression in HEK-293 cells. HEK-293 ATXN2-luciferase reporter, luminescence, 24 h. Potency, µM (top dose mostly 57 µM), for inactives: at the highest dose activity change, negative = inhibition, most hits filed as inhibitors. 0.72% of 360,000 active. AID 1745845; also: potency is read from the fitted curve at half-maximal effect; % is scaled to controls: 0 for no effect and ±100 for the full control effect; nearly all actives have a fitted effect of over 55% in size
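ATXN2-luciferase reporter cells (luciferase flanked by upstream and downstream ATXN2 gene portions) were treated 24 h at 37 °C with compounds at up to 57 uM. SteadyGlo luminescence gave expression; GF-AFC fluorescence gave viability.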
MCF10A rereplic: inducers of DNA re-replication in MCF 10A breast cells. MCF 10A DNA re-replication, Hoechst nuclear intensity, 48 h. Potency, µM (series often up to 46.1 µM), for inactives: at the top dose activity, positive = re-replication, hits mostly activators. 2.9% of 350,000 active; also: potency is read from the fitted curve at half-maximal effect; % of control where 0% means no effect; nearly all actives have a fitted effect of over 50% in size
* hit, by the source's call; i = inactive; ? = inconclusive; nt = not tested or not shown; [ ] = dose if it differs, or a comment. Unless noted, calls follow the shape of the dose curve; as a rule, active = well fitted curve in the direction sought with a large enough effect; inconclusive = small, poorly fitted or top-dose-only effect, or another doubt; inactive = no such curve, though single readings can be large; an effect the other way counts as inactive or inconclusive.

SMILES	Nrf2 activator	IL1B secr inh	HepG2 viability	Nrf2 block	S2 tox	TGFb inhibitor	A549 tox	ATXN2 expr inh	MCF10A rereplic
Cc1ccnc2c(N3C(=O)C4C5C=CC(C5)C4C3=O)cccc12 (stereo not given)	2.4%	24	-1%	nt	i	-1%	-8%	-13%	-1%
CCOc1ccc(-c2c(C)sc3nc[nH]c(=O)c23)cc1	3.9%	21	-16%	?	?	-11%	-1%	-7%	?
Cc1ccc(C(=O)NCC(=O)N2CCCCCC2)cc1	4.4%	-6	10%	?	i	-19%	2%	8%	0%
N#Cc1ccsc1NC(=O)C1=COCCO1	-0.7%	-5	-22%	6%	i	-3%	-3%	nt	-2%
COc1cccc(N2CC(NC(=O)c3cc4ccccc4o3)CC2=O)c1 (stereo not given)	3.6%	nt	-10%	nt	nt	0%	4%	nt	nt
Cc1ccc(Nc2n[nH]c(=S)s2)cc1	6.3%	0	-24%	nt	i	-12%	nt	nt	nt
C/C(CC(=O)Nc1cc(Cl)ccc1C)=N\NC(N)=O	2.5%	4	1%	3%	i	-11%	-8%	9%	-12%
CCCCN(C(=O)c1ccc(N(C)S(=O)(=O)c2ccc(C)cc2)cc1)c1c(N)n(CCC)c(=O)[nH]c1=O	0.2%	i	-37%	6%	i	-15%	-10%	-10%	-3%
Cc1ccc2c(c1)N(CC(=O)NCCCN1CC(C)CC(C)C1)C(=O)c1cccnc1O2 (stereo not given)	-0.8%	-25	-2%	0%	i	11%	-6%	5%	5%
COc1ccc(C(=O)NCCc2sc(-c3ccc(F)cc3)nc2C)cc1OC	-0.2%	nt	-24%	nt	?	?	-3%	-25%	nt
CCC(=O)N1CCN(c2ccc(Cl)cc2NC(=O)Cc2ccccc2)CC1	0.2%	-2	-1%	-1%	i	12%	-4%	3%	1%
O=C(CSc1cccc[n+]1[O-])CSc1cccc[n+]1[O-]	7.0%[9.22 µM]	-20	-45%	10%	?	?	-13%	-12%	-14%
CC/C(=N\NS(=O)(=O)c1ccc(C)cc1)c1ccco1	-0.3%	-2	-4%	-24%	i	21%	5%	-6%	2%
Cc1ccc(C(=O)NNC(=S)NC(=O)c2ccco2)cc1	0.0%	97	-5%	?	i	-3%	-18%	?	1%
Cc1cnc([N+](=O)[O-])n1CCOC(=O)NC(=O)c1cccc(F)c1	0.3%	12	-1%	3%	i	?	-1%	-16%	-1%
CC(=O)c1ccc(-c2ccc(C(=O)NC3CCCCCC3)o2)cc1	-0.6%	7	-26%	3%	i	-11%	4%	11%	-4%
CCC1CCCCN1CCCNC(=O)CCCOc1cc(=O)n(C)c2ccccc12 (stereo not given)	7.7%	?	-12%	-5%	i	-20%	15%	38%[activator]	?
O=C(c1ccco1)N1CCN(Cc2c(F)cccc2Cl)CC1	0.8%	-3	-7%	?	i	-7%	0%	nt	27%
CN(CCc1ccccc1)C(=O)c1ccc(NC(=O)Cc2ccc(NC(=O)C3CCN(C(=O)C4CCCC4)CC3)cc2)cc1	3.5%	?	-17%	?	?	1%	6%	-12%	-1%
FC(F)(F)c1nc2ncc(Cl)cc2[nH]1	0.3%	34	-1%	-18%	i	4%	2%	-11%	4%
O=C(Nc1cc2c3c(c1)CC(=O)N3CCC2)c1c(F)cccc1F	5.6%	12	0%	?	i	27%	-3%	5%	-1%
Cc1ccc(SCc2nnc(NC(=O)c3ccccc3)s2)cc1	-0.2%	-2	-14%	4%	i	2%	8%	-4%	-185%[0.0737 µM]
COc1ccccc1Nc1nc(-c2ccccc2F)nc2ccccc12	-0.4%	nt	-16%	nt	nt	?	-1%	nt	nt
COCCN(CCOC)c1nc(-c2ccc(C)cc2)nc2ccccc12	6.2%	-6	-14%	-5%	?	-21%	-1%	nt	?
CCCNC(=O)NC(C)C12CC3CC(CC(C3)C1)C2 (stereo not given)	-0.9%	10	5%	6%	i	1%	-6%	1%	-1%
O=[N+]([O-])c1ccc(NC(=S)NCCc2ccc(F)cc2)cc1	7.8%	-23	13µM*	?	?	?	?	?	10µM*
O=C(CCCSc1nc2ccccc2[nH]1)N1CCN(c2ccccc2)CC1	-0.8%	9	-19%	?	i	-15%	nt	2%	10%
COc1cccc(C(c2c(C)[nH]n(-c3ccccc3)c2=O)c2c(C)[nH]n(-c3ccccc3)c2=O)c1OC	8.6%	0	-39%	-24%	i	?	-1%	-2%	6.5µM*
Cn1c(C(=O)OC(C(=O)NC2CCCCC2)c2ccncc2)cc2sccc21 (stereo not given)	-0.9%	13	-5%	2%	i	20%	-12%	2%	-2%
Fc1ccccc1CNC(=S)Nc1ccc(Cl)cc1	3.0%	?	-63%	-21%	i	?	13%	-3%	?
CCOC(=O)C1=C(C)NC2=C(C(=O)CCC2)C1c1coc2ccccc2c1=O (stereo not given)	-0.1%	-6	3%	10%	i	-4%	-13%	3%	0%
Cc1ccc(C(O)CN2C3=NCCN3c3ccccc32)cc1 (stereo not given)	-1.0%	-10	5%	9%	?	-24%	2%	-20%	?
C=CCOc1ccc(C[C@H](N)C(=O)NC[C@H]2O[C@@H](n3ccc(N)nc3=O)[C@H](O)[C@@H]2O)cc1	0.3%	-10	-3%	nt	i	10%	nt	-11%	nt
Cc1ccc(COc2ccc(S(=O)(=O)N3CCCC3)cc2C(N)=O)cc1	0.0%	-16	-10%	6%	i	6%	3%	-22%	-15%
CC(=O)OCCN1c2ccccc2Sc2cnccc21	-2.9%	?	-7%	nt	i	?	nt	nt	nt
O=[N+]([O-])c1ccc(N2CCc3ccccc3C2)nc1	7.5%	9	-12%	5%	i	-9%	2%	nt	0%

Individual results from the results shown:
Entry of `Cc1ccc(C(O)CN2C3=NCCN3c3ccccc32)cc1` (stereo not given) in IL1B secr inh: -10
Entry of `COc1cccc(C(c2c(C)[nH]n(-c3ccccc3)c2=O)c2c(C)[nH]n(-c3ccccc3)c2=O)c1OC` in Nrf2 activator: 8.6%
Entry of `O=C(CCCSc1nc2ccccc2[nH]1)N1CCN(c2ccccc2)CC1` in Nrf2 activator: -0.8%

(list continues)
SMILES	Nrf2 activator	IL1B secr inh	HepG2 viability	Nrf2 block	S2 tox	TGFb inhibitor	A549 tox	ATXN2 expr inh	MCF10A rereplic
CCc1cccc2c(C(=O)COC(=O)C3=NNC(=O)CC3)c[nH]c12	1.6%	-5	-15%	?	i	2%	3%	-6%	4%
COc1c(C)cc(C(=O)C2CCCN(C(=O)c3ccc4[nH]ccc4c3)C2)cc1C (stereo not given)	0.8%	-12	-51%	3%	i	-9%	0%	-21%	6%
CC(=O)N(c1ccccc1)C1SC(=O)N(c2ccccc2)C1=O (stereo not given)	-0.3%	29	-2%	10%	i	-23%	6%	-1%	-1%
COc1ccc(/C=C/C(=O)OCC(=O)Nc2cccc(S(=O)(=O)NC3=NCCCCC3)c2)cc1	9.1%	-70*	-4%	-1%	i	-4%	4%	-7%	17%
CN(CCc1cnn(C)c1)Cc1cn(C)nc1-c1ccccc1F	-0.2%	14	4%	-14%	i	10%	0%	2%	-7%
O=C(CN1CCN(Cc2ccccc2)CC1)NCCNc1ccc([N+](=O)[O-])cn1	-0.1%	26	2%	6%	i	-30%	-1%	-11%	0%
COc1cc(CN2CCN(S(=O)(=O)c3ccccc3)CC2)cc(OC)c1O	15%	nt	-4%	2%	i	-25%	0%	12%	nt
CSc1ccccc1NC(=S)NC1CCCCC1	0.6%	-1	3%	30%	i	17%	1%	18%	-1%
O=C(CN1C(=O)c2ccccc2S1(=O)=O)NCc1ccco1	0.4%	3	-15%	-2%	i	-19%	-9%	17%	-20%
COc1ccc(Cn2c(-c3ccc(C)cc3)nc3c(c(=O)c4ccccc4n3C)c2=O)cc1	-0.7%[9.22 µM]	1	-35%	?	i	-9%	?	-3%	7%
CCOc1ccc2oc(C(=O)NCC(C)(C)CN(C)C)c(C)c2c1	4.6%	0	-27%	0%	i	-1%	16%	nt	?
NC(N)=NCCCC(NC(=O)c1ccccc1)C(=O)Nc1ccc2ccccc2c1 (stereo not given)	-0.2%	-28	0%	-1%	i	9%	-7%	3%	-7%
COc1ccc2c(c1)cc(C(=O)N[C@@H](Cc1ccccc1)C(=O)N[C@@H](C)C(=O)O)n2C	-0.3%	-13	-20%	-3%	i	-6%	-2%	-16%	5%
Cc1ccc(-n2c(SCC(=O)OC(C)C)nnc2-c2cnccn2)cc1	0.2%	-5	-2%	-17%	i	?	-6%	1%	-16%
CN(C)CCCC(C)(O)C(C)(C)c1ccccc1 (stereo not given)	0.0%	-12	7%	11%	i	-5%	2%	-3%	9%
COc1ccc(OCC(=O)NCCc2c[nH]c3ccccc23)cc1	0.4%	-1	-2%	?	i	-8%	-11%	-1%	-22%
CCCNC(=O)c1ccccc1NC(=O)c1ccccc1SC	3.0%	0	-29%	-12%	i	6%	7%	nt	4%
COc1cc(CN2CC(=O)N(c3ccc(C)cc3)C2=S)cc(OC)c1OC	5.5%	2	-18%	-20%	i	-30%	-15%	-2%	-43%[inhibitor]
C=CCn1c(C)cc(C(=O)CN2C(=O)c3ccccc3C2=O)c1C	-2.3%	3	-7%	?	i	1%	-10%	7.1µM*	-3%
CCCCC(=O)Nc1cccc(-c2csc(-c3ccccc3)n2)c1	8.1%	-79*	-14%	?	i	?	2%	50%[activator]	26µM*
CC(C)Cn1c(CN(Cc2ccccc2)Cc2ccccc2)nc2c1c(=O)n(C)c(=O)n2C	-0.8%	5	-6%	?	?	?	-6%	-3%	?

Single records (already shown). Order of values: Nrf2 activator | IL1B secr inh | HepG2 viability | Nrf2 block | S2 tox | TGFb inhibitor | A549 tox | ATXN2 expr inh | MCF10A rereplic
CCCNC(=O)c1ccccc1NC(=O)c1ccccc1SC across the screens: 3.0% | 0 | -29% | -12% | i | 6% | 7% | nt | 4%
CN(C)CCCC(C)(O)C(C)(C)c1ccccc1 (stereo not given) across the screens: 0.0% | -12 | 7% | 11% | i | -5% | 2% | -3% | 9%
CC(C)Cn1c(CN(Cc2ccccc2)Cc2ccccc2)nc2c1c(=O)n(C)c(=O)n2C across the screens: -0.8% | 5 | -6% | ? | ? | ? | -6% | -3% | ?
